FBW7 act: FBW7 E3 ligase activators, primary screen, biochemical, AlphaScreen, human; 0.13% of 650,000 active; AID 1259310, 2017; AlphaScreen FBW7–phospho-cyclin E peptide binding, activator screen; F-box/WD repeat-containing protein 7 (Homo sapiens), Q969H0; normalized activity (activation), % at 26.1 µM; in the data active = normalized activity above about 1.9%;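 also: purified mutant Fbw7 with reduced substrate affinity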
GPR151 ag: activators of human GPR151, primary screen, cell-based, PathHunter beta-arrestin, luminescence | PathHunter beta-arrestin GPR151 cells | activation, % at 11.2 µM | 1% of 650,000 active | AID 1508602, 2020; in the data active = activation above about 4.9%;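 also: 0% = median of compound wells and 100% = cells with positive control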
Target sequence (Q8TDV0 whole entry, looked up): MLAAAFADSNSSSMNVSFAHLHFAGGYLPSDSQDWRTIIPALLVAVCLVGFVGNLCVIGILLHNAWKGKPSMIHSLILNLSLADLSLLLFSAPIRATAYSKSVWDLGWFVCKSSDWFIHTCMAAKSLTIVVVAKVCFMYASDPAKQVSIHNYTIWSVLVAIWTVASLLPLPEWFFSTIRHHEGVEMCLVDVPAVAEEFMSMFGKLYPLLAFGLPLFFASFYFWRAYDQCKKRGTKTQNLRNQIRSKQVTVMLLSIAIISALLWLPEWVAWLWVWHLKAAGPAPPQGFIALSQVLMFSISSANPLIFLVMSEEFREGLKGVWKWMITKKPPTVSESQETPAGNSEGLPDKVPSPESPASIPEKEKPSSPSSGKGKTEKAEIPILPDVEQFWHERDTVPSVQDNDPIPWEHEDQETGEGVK
TEAD-YAP inh: TEAD-YAP interaction inhibition, primary screen, TEAD-YAP interaction inhibitor project, luminescence, HEK-TIYL cells. TEAD-Gal4/YAP UAS-luciferase luminescence. inhibition, % at 9.12 µM. 1.4% of 640,000 active. AID 1259422, 2018; in the data active = inhibition above about 32%;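 also: 0% = median of test compound wells and 100% = reference inhibitor wells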
MITF primary: MITF inhibitors, primary screen, biochemical, AlphaScreen, human; Microphthalmia-associated transcription factor (Homo sapiens), O75030; AlphaScreen MITF homodimerization, bead proximity signal; inhibition, % at 2.6 µM; 0.91% of 650,000 active; in the data active = inhibition above about 50%;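 also: 0% = vehicle wells with protein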
Target sequence (O75030 whole entry, looked up): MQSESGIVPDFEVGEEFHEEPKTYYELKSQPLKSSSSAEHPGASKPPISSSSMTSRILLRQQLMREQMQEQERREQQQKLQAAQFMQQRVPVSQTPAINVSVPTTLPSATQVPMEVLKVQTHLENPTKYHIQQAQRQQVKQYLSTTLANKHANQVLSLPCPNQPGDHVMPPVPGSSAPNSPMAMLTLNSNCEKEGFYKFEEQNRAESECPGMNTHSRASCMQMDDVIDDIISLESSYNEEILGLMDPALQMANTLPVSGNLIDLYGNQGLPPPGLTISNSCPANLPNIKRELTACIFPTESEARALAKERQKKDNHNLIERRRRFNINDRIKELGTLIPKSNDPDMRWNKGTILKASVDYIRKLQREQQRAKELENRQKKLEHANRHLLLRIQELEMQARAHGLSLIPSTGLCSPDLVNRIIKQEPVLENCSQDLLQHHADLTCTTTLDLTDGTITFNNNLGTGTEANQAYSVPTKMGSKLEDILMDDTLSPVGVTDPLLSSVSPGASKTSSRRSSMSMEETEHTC
An asterisk follows results filed as active; · = no result given; & = joins results of further samples. Outcome played no part in choosing rows; about 3.4% have a hit in one of these screens.

item	canonical_smiles	FBW7 act	MITF primary	GPR151 ag	TEAD-YAP inh
1	Cc1cc(NCCN(C)C)n2c(nc3ccccc32)c1C#N	0.0	-16	-1.0	-6
2	Cc1ccc(Nc2nc(O)c(C3=c4ccccc4=NC3=O)s2)cc1C	-0.4&-0.1	-3&1	-1.4&0.3	-14&-1
3	CCOCCn1c(=O)c2c(nc3n(CCOC)c(C)cn23)n(C)c1=O	0.8	15	2.5	-4
4	O=C(N=C1N=C2C=CC(Cl)=CN2Cc2ccccc21)c1ccc(Br)cc1	-0.1	-5	-1.4	-17
5	Cc1ccc(O)c(C=Nc2ccc(N3CCOCC3)cc2)c1	-0.5	-6	0.0	-6
6	NC(=O)c1ccc(NC(=O)COC(=O)c2ccc(N3C(=O)c4ccccc4C3=O)cc2)cc1	0.2	11	2.4	4
7	Cc1c(Cl)cccc1NC(=O)c1nn2c(c1Br)NC(c1ccc(Br)o1)CC2C(F)(F)F (stereo not given)	0.0	-3	1.6	0
8	CC(C)c1[nH]nc2oc(=N)c(C#N)c(-c3c(O)[nH]c4ccc(Br)cc34)c12	0.3	13	-2.2	2

(continued)
item	canonical_smiles	FBW7 act	MITF primary	GPR151 ag	TEAD-YAP inh
9	Cc1sc2nc(NC(=O)Cc3ccccc3)sc(=O)c2c1C	-0.2	-3	-1.0	-2
10	Cc1cc(C)n2nc(CC(=O)N3CCC(C(=O)c4nccs4)CC3)nc2n1	0.1	3	0.5	0
11	O=C1[C@@H]2C[C@H](NCc3cnn(-c4cccc(Cl)c4)c3)CN2C(=O)[C@@H]2CCCN12	0.5	8	2.8	6
12	Cc1cc(C)nc(SCC(=O)OCC(=O)Nc2nnc(-c3ccccc3)s2)n1	0.2	15	-3.5	-13
13	COc1ccc(NS(=O)(=O)c2ccc(NC(=O)C(OC)c3ccccc3)cc2)cc1 (stereo not given)	0.0	1	0.5	-7
14	Cc1ncoc1C(=O)Nc1cccc(Cl)c1C	0.0	8	-1.0	-10
15	CCCCOc1ccc(C(=O)N2CCN(S(=O)(=O)c3cc4c5c(c3)CCN5C(=O)CC4)CC2)cc1	-0.1	1	-1.0	11
16	O=C(CN1CCC(c2ccccc2)CC1)N1CCCC(CO)(Cc2ccccc2)C1 (stereo not given)	-0.1	0	1.3	-26

Going on with the list.
item	canonical_smiles	FBW7 act	MITF primary	GPR151 ag	TEAD-YAP inh
17	C=C1c2ccccc2NC(=O)N1c1ccccc1	-0.1	-10	0.2	-4
18	O=c1c2ccccc2nc(SCc2cc(F)cc3c2OCOC3)n1C1CCCC1	0.7	22	-0.9	-4
19	COc1ccc(C(=O)NNC(=O)CSc2nc3ccccc3cc2C)cc1	0.1	2	0.7	-12
20	CCOC(=O)C1=C(C)N(C)C(=O)NC1c1ccc([N+](=O)[O-])cc1 (stereo not given)	0.0	5	-0.2	-4
21	Cc1cccn2c(=O)c(/C=N/O)c(N3CCCC3)nc12	-0.1	10	2.1	-1
22	Oc1ccccc1N=Cc1nc(-c2ccccc2)oc1O	-0.2	4	-0.8	-22
23	CC(=O)Nc1ccc(C=Nc2ccc(C)cc2)s1	0.2	10	0.6	-1
24	Cc1ccc(N(Cc2ccccc2)C(=O)c2ccncc2)cc1	0.1	16	2.2	-4

(continued)
item	canonical_smiles	FBW7 act	MITF primary	GPR151 ag	TEAD-YAP inh
25	CCOC(=O)COc1cccc2c1CCN(Cc1ccc(Cl)cc1)C2=O	-0.1	-10	3.7	-1
26	COc1cc(NC(=O)c2c(OC)cccc2OC)c(OC)cc1Cl	-0.1	1	1.9	14
27	Clc1ccc(Cn2nnc(-c3ccccc3)n2)cc1	0.5	6	-0.2	6
28	COc1ccc(-c2cc(C(=O)Nc3cccc([N+](=O)[O-])c3)c3ccccc3n2)cc1OC	0.3	15	1.9	6
29	CCn1c(-c2cc(OC)ccc2OC)csc1=Nc1ccc(O)cc1	-0.1	5	-1.1	-2
30	O=C(NC1CCCCC1)NC1(C(=O)NC2CC2)CCCCC1	0.0	-8	0.0	-12
31	Nn1c(COc2cccc(Cl)c2)nc2ccccc2c1=O	0.2	6	-0.3	-49
32	Cc1cc(=O)n2[nH]cc(C(=O)NCc3ccc(F)cc3)c2n1	-0.1	4	-0.7	-13

Remaining list, next part
item	canonical_smiles	FBW7 act	MITF primary	GPR151 ag	TEAD-YAP inh
33	O=C(CSc1ccccn1)Nc1cc(F)ccc1F	0.0	3	0.6	-7
34	CCOC(=O)c1cnn2c(C)cc(C)nc12	0.2	-1	-0.5	9
35	O=C(Nc1ccc(Br)cc1Br)c1cccc(Br)c1	-0.1	-1	1.2	0
36	CCc1nc(C)cn1S(=O)(=O)c1cc(F)ccc1OC	0.0	6	-0.5	1
37	Cc1ccc2oc(-c3ccco3)c(O)c(=O)c2c1	-0.1	-4	-0.4	-19
38	CCC(C(=O)Nc1ccccc1C(=O)O)c1ccccc1 (stereo not given)	0.2	3	1.0	8
39	C/C(N)=C(/C#N)C(=O)COC(=O)C1CCN(C(=O)c2ccc(Cl)cc2)CC1	0.6	4	0.3	-4
40	CC(C)(CO)NC(=O)C1C(C=C(Cl)Cl)C1(C)C (stereo not given)	-0.1	-5	-0.3	11

Next part:
item	canonical_smiles	FBW7 act	MITF primary	GPR151 ag	TEAD-YAP inh
41	O=C(NNS(=O)(=O)c1ccccc1[N+](=O)[O-])c1ccccc1Br	0.3	10	-0.5	5
42	Cc1ccsc1CCNc1ccc2nnc(-c3ccc(F)cc3)n2n1	-0.3	-6	0.3	5
43	Cc1cc(C)cc(NC(=O)CN(C)S(=O)(=O)c2cc(Cl)ccc2Cl)c1	0.9	14	0.7	2
44	Cc1ccc(-c2nnc(SCC(=O)Nc3nc4c(s3)CCCC4)o2)cc1	0.0	1	-1.1	-2
45	CC(=O)NC1(C(=O)Nc2cccc(Cl)c2)CCCCC1	0.6	10	-0.3	12
46	CC(=O)Nc1nonc1-n1nnc(C(=O)NCc2ccccc2)c1C	0.2	3	-0.1	-2
47	O=S(=O)(Nc1ccc(Cl)cc1)c1ccc(NS(=O)(=O)c2cccs2)cc1	-0.4	3	1.1	3
48	Cc1ccc(C)c(NC(=O)C(Cc2ccccc2)NC(=O)Oc2ccccc2)c1 (stereo not given)	-0.2	15	-0.8	-11

(continued)
item	canonical_smiles	FBW7 act	MITF primary	GPR151 ag	TEAD-YAP inh
49	Cc1ccc(C2=NNC3(CCCCCCCCCCC3)S2)cc1	-0.1	2	0.4	-25
50	COc1cc(CCC(=O)Nc2cc(C)[nH]n2)cc(OC)c1OC	0.7	19	-0.7	-2
51	O=C(c1ccccc1)c1cccc(N2C(=O)c3ccc([N+](=O)[O-])cc3C2=O)c1	0.0	-4	0.6	-5
52	Cc1ccc(C2CC(c3cccs3)=NN2C(=O)CSc2nnc(CNC(=O)c3ccc(S(=O)(=O)N4CCCC4)cc3)n2C)cc1 (stereo not given)	-0.2	-15	0.7	-7
53	CCn1c(=S)sc2c(=O)n(-c3ccccc3)c(SCC(=O)Nc3cccc(OC)c3)nc21	0.0	11	-0.6	7
54	COc1ccccc1CNC(=O)c1ccc(Br)cc1	0.0	-14	-0.5	-16
55	CC1=CCC2(COC(C)OC2)C(C)C1 (stereo not given)	-0.1	5	3.8	-5
56	CN(CCC1CCCCO1)C(=O)CCc1nnc(-c2ccc3c(c2)OCO3)o1 (stereo not given)	0.6	-1	-0.7	-28

Carrying on:
item	canonical_smiles	FBW7 act	MITF primary	GPR151 ag	TEAD-YAP inh
57	NC(=O)C1CC(O)CN1c1ccc(S(=O)(=O)N2CCOCC2)cc1[N+](=O)[O-] (stereo not given)	-0.2	-6	2.1	3
58	O=C(N1CCC(O)(c2ccccc2)CC1)C(F)(F)F	-0.3	-3	-1.3	-4
59	COc1cc(C=O)cc(Br)c1OC(=O)c1ccccc1	0.4	13	-0.5	-6
60	O=C1CSC(c2cccc(Cl)c2Cl)N1c1ccc(Oc2ccc(Cl)cc2)cc1 (stereo not given)	0.7	12	-0.2	-2
61	COc1ccccc1N1CCN(C2CCCN(C(=O)c3ccoc3C)C2)CC1 (stereo not given)	0.0	-1	0.1	-9
62	NC(N)=Nc1ccc(Cl)cc1	0.1	-3	0.1	·
63	CCOC(=O)c1sc(NC(=O)c2cc([N+](=O)[O-])ccc2Cl)nc1-c1ccccc1	0.1	6	-1.0	39*
64	Cc1ccc(S(=O)(=O)N(CC(=O)N2CCN(C)CC2)C2CCCCC2)cc1	0.6	4	-2.4	4

Next section.
item	canonical_smiles	FBW7 act	MITF primary	GPR151 ag	TEAD-YAP inh
65	Cc1cnc(C)c(-c2cc(F)c3c(c2)CC(CNC(=O)CCc2c[nH]c4ccccc24)O3)n1 (stereo not given)	-0.1	15	0.3	-6
66	O=C(CNC(=O)c1cccs1)NCc1ccccc1	-0.1	-4	0.1	-7
67	C[C@@H]1O[C@@H](OC[C@H]2OC(Oc3c(-c4ccc(OCCO)c(OCCO)c4)oc4cc(OCCO)cc(O)c4c3=O)[C@H](O)[C@@H](O)[C@@H]2O)[C@H](O)[C@H](O)[C@H]1O (stereo not given in full)	1.1	16	-0.9	4
68	Fc1ccc(Cn2cc(/C=N/n3cnnc3)c3ccccc32)cc1	0.8	18	-1.6	-2
69	CC1(C)CC(=O)C2=C(C1)OC(N)=C(C#N)C2c1cc2c(cc1[N+](=O)[O-])OCO2 (stereo not given)	-0.2	8	0.9	0
70	O=C(COc1ccccc1[N+](=O)[O-])Nc1ccc(Cl)cc1	0.0	1	1.2	-78
71	Cc1noc(C)c1-c1cc(NCc2nc3ccccc3[nH]2)nc(N)n1	0.1	-3	1.3	-10
72	CCOC(=O)C1=C(C)NC(=O)NC1c1cccc2ccccc12 (stereo not given)	0.1	17	0.9	8

The list goes on:
item	canonical_smiles	FBW7 act	MITF primary	GPR151 ag	TEAD-YAP inh
73	Cc1ccccc1CN1C(=O)C(C)Oc2ccccc21 (stereo not given)	0.4	22	0.3	-5
74	CNC(=O)/C(C#N)=C/c1c(Oc2ccccc2F)nc2ccccn2c1=O	0.0	12	-8.4	17
75	COc1ccc(C2=N/C(=C\C(C)=C\c3ccccc3)C(=O)O2)cc1OC	-0.1	-2	0.0	-6
76	N#Cc1cc([N+](=O)[O-])ccc1NC(=O)COC(=O)CCNC(=O)c1ccc([N+](=O)[O-])cc1	-0.1	-6	-1.9	-6
77	COc1ccc(-c2cnc3ccc(N[C@H](CO)C(C)C)nn23)c(OC)c1	2.0*	-5	-0.2	-17
78	COc1ccc(NC(=O)CCCCCn2c(SCC#N)nc3ccsc3c2=O)cc1	0.0	-12	-0.3	5
79	NC(=O)CCN1C(=O)c2cccc3cccc(c23)C1=O	0.0	-19	-0.5	10

Among those listed so far, 14 have an aryl methoxy group:
item	canonical_smiles	FBW7 act	MITF primary	GPR151 ag	TEAD-YAP inh
13	COc1ccc(NS(=O)(=O)c2ccc(NC(=O)C(OC)c3ccccc3)cc2)cc1 (stereo not given)	0.0	1	0.5	-7
19	COc1ccc(C(=O)NNC(=O)CSc2nc3ccccc3cc2C)cc1	0.1	2	0.7	-12
26	COc1cc(NC(=O)c2c(OC)cccc2OC)c(OC)cc1Cl	-0.1	1	1.9	14
28	COc1ccc(-c2cc(C(=O)Nc3cccc([N+](=O)[O-])c3)c3ccccc3n2)cc1OC	0.3	15	1.9	6
29	CCn1c(-c2cc(OC)ccc2OC)csc1=Nc1ccc(O)cc1	-0.1	5	-1.1	-2
36	CCc1nc(C)cn1S(=O)(=O)c1cc(F)ccc1OC	0.0	6	-0.5	1
50	COc1cc(CCC(=O)Nc2cc(C)[nH]n2)cc(OC)c1OC	0.7	19	-0.7	-2
53	CCn1c(=S)sc2c(=O)n(-c3ccccc3)c(SCC(=O)Nc3cccc(OC)c3)nc21	0.0	11	-0.6	7
54	COc1ccccc1CNC(=O)c1ccc(Br)cc1	0.0	-14	-0.5	-16
59	COc1cc(C=O)cc(Br)c1OC(=O)c1ccccc1	0.4	13	-0.5	-6
61	COc1ccccc1N1CCN(C2CCCN(C(=O)c3ccoc3C)C2)CC1 (stereo not given)	0.0	-1	0.1	-9
75	COc1ccc(C2=N/C(=C\C(C)=C\c3ccccc3)C(=O)O2)cc1OC	-0.1	-2	0.0	-6
77	COc1ccc(-c2cnc3ccc(N[C@H](CO)C(C)C)nn23)c(OC)c1	2.0*	-5	-0.2	-17
78	COc1ccc(NC(=O)CCCCCn2c(SCC#N)nc3ccsc3c2=O)cc1	0.0	-12	-0.3	5
